Bioassay records deposited in PubChem by National Center for Advancing Translational Sciences (NCATS).
GAA inhib – alpha-glucosidase (human) inhibition | purified human GAA, 4-MU-alpha-glucoside fluorescence | P10253 | Potency, µM (highest dose often 76.9 µM), without a hit: at the highest dose activity change, negative = inhibition, hits mostly inhibitors | AID 1466 | 200,000 compounds, 0.005% hits;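 further: plate controls were uninhibited enzyme wells for no effect and no-enzyme background for full effect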
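Enzyme (4 nM final) mixed with compound (up to 77 uM), then 4-MU-alpha-D-pyranoside (400 uM final) added; 20 min at room temperature, pH 5.0. Reaction stopped at pH 10, fluorescence read, AC50 derived by Hill fit.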
HTT aggregate – inhibitors of mutant huntingtin aggregate formation in PC12 cells; PC12 HttQ103-GFP aggregates, Acumen cytometry, 40 h; Potency, µM (top dose mostly 46.1 µM), for the others: at the top dose activity change, negative = inhibition, hits mostly inhibitors; 220,000 compounds, 1.1% hits; AID 1688; further: on the % scale 0 is the no-effect control and ±100 the full control effect; nearly all actives have a fitted effect of over 60% in size
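Multiplexed with ATP-based cell death, this channel scores GFP aggregates in PC12 cells expressing inducible HTTex1-Q103-GFP. Induction used 100 nM tebufenozide; compounds were tested in concentration series.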
GAA glycogen – alters human alpha-glucosidase cleavage of glycogen. P10253. recombinant GAA, glycogen substrate, Amplex Red glucose oxidase fluorescence. Potency, µM (titrated, usually from 76.4 µM), without a hit: at the highest dose activity change, negative = inhibition, actives largely listed as inhibitors. 300,000 compounds, 0.38% hits;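 further: 0% = full enzyme reaction and -100% = no-enzyme basal signal; the screen sought inhibitors and activators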
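Recombinant enzyme (4 nM final) with compounds titrated up to 77 uM and bovine liver glycogen (30 ug) in citrate pH 5.0, 0.01% Tween-20, 37 C 40 min. Released glucose detected by Amplex Red/glucose oxidase (Ex 573/Em 610); AC50 from Hill fits.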
HTT cytoprotect – protects HTT-Q103 PC12 cells, measured by ATP; PC12 HTT-Q103 induced, cytoprotection, ATP luminescence, 40 h; Potency, µM (titrated, usually from 56.4 µM), inactives show cytoprotection (ATP increase), most hits filed as activators; 230,000 compounds, 0.14% hits; AID 1471;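 further: % of control where 0% means no effect; nearly all actives have a fitted effect of over 45% in size; toxic huntingtin expression switched on by the ecdysone agonist tebufenozide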
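ATP quantification (ATPlite) reports survival of PC12 cells in which tebufenozide, 100 nM final, switches on Htt exon 1 with 103 glutamines linked to GFP; compounds are titrated.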
aGlu spleen mod – inhibitors or activators of human alpha-glucosidase in spleen homogenate; AID 2112; P10253; human spleen homogenate, 4-MU-alpha-glucoside fluorescence; 240,000 compounds, 0.006% hits; Potency, µM (top dose mostly 79.9 µM), inactives show top-dose activity change, negative = inhibition, hits mostly inhibitors;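 further: 0% = enzyme with vehicle and -100% = no enzyme basal signal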
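Enzyme source: human spleen homogenate, 1 ug/well. Buffer 50 mM citric acid/K phosphate pH 5.0, 0.01% Tween-20. 4-MU-alpha-glucoside 1 mM; 37 C x 40 min; NaOH/glycine stop; fluorescence.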
IMPase Li cell – cell-permeable IMPase inhibitors with lithium potentiation | Potency, µM (series often up to 59.4 µM), without a hit: top-dose activity, negative = IMPase inhibition, actives largely listed as inhibitors | CHO-M1 cells, IP1 TR-FRET (IP-One), carbachol + lithium | 210,000 compounds, 0.35% hits;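 further: IP1 builds up when IMPase is blocked and the TR-FRET signal falls; plate controls were basal vehicle for no effect and high inhibitor control for full effect; nearly all actives have a fitted effect of over 50% in size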
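Test compounds were applied to CHO-M1 cells previously cultured for 16–30 h at 2000 per well. A small lithium amount accompanied them; after 30 min at 37C, IP1 was quantified by TR-FRET.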
RGS12 GoLoco inh – inhibitors of human Gai1-RGS12 GoLoco interaction (red fluorophore); Gai1:RGS12 GoLoco peptide FP, rhodamine, 10 min; Potency, µM (doses to about 61.6 µM), inactives show at the top dose activity, negative = inhibition, usual class: inhibitors; 230,000 compounds, 0.44% hits; active means well fitted inhibition curve with a large enough effect, not every such curve was filed as active; inactive means no such curve, though single readings can be large or run the other way; further: on the % scale 0 is the no-effect control and ±100 the full control effect; nearly all actives have a fitted effect of over 30% in size; many of its hits are not listed in these tables
Target sequence (P63096 whole entry, looked up): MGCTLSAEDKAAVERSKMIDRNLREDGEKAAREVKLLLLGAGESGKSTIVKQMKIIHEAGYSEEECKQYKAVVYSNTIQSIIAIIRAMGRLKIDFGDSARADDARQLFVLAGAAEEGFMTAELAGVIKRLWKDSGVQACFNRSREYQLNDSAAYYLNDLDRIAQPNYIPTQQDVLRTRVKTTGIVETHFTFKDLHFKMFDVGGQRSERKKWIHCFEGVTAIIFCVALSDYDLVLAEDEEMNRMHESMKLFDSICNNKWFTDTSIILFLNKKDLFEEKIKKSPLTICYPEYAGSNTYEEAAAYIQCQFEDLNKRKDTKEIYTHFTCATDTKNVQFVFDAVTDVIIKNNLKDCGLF
* hit, by the source's call; ? = inconclusive; / = not tested or not shown; [ ] = dose if it differs, or a comment. Unless noted, the call rests on the fitted dose curve; in most records, active means well fitted curve in the direction sought with a large enough effect; inconclusive means small, poorly fitted or top-dose-only effect, or another doubt; inactive means no such curve, though single readings can be large; an effect the other way counts as inactive or inconclusive. Potency means the concentration at half of the fitted maximal effect. An excerpt, so the mix of outcomes need not match the whole.

Labels used below – A = GAA inhib; B = HTT aggregate; C = GAA glycogen; D = HTT cytoprotect; E = aGlu spleen mod; F = IMPase Li cell; G = RGS12 GoLoco inh
CC1(C)NC(=O)N(CC(O)COc2ccccc2C(=O)N2CCCCC2)C1=O (centres undefined)
  A: -4%	B: 14%	C: -14%	D: -7%	E: 5%	F: 5%[38.3 µM]	G: 0%

O=C(Nc1cccc(S(=O)(=O)Nc2ccc(Cl)cc2)c1)c1cc2c(s1)CCCC2
  A: ?	B: ?	C: -6%	D: -1%[10 µM]	E: -9%	F: 5%	G: 4%

Cc1cc2c(NS(=O)(=O)c3ccc(F)cc3)cccc2nn1
  A: /	B: 6%[9.22 µM]	C: 6%	D: 24%[10 µM]	E: -2%	F: /	G: 3%

CCOC(=O)C1CCCN(C(=O)c2cc(Nc3ccc(OC)c(OC)c3)nc3ccccc23)C1 (centres undefined)
  A: -2%	B: 3%	C: 0%	D: -51%[inhibitor]	E: -2%	F: 17%[38.3 µM]	G: 4%

Cc1ccc(C(=O)NCCn2cc(SCC(=O)Nc3cc(C)on3)c3ccccc32)cc1
  A: -13%	B: -3%	C: -7%	D: -51%[inhibitor]	E: -11%	F: 11%[38.3 µM]	G: -21%

O=C(CCc1ccc(S(=O)(=O)N2CCOCC2)cc1)N/N=C/c1ccc(O)c(O)c1O
  A: ?	B: 11%	C: 2%	D: /	E: 1%	F: 1%	G: -1%

Clc1ccc(Cc2noc(Cc3ccccc3)n2)cc1Cl
  A: 7%	B: 0%	C: -5%	D: -4%[10 µM]	E: -6%	F: 9%[38.3 µM]	G: -10%

CCN(CC)c1ccc(NC(=O)CN2C(=O)CSc3ncccc32)c(C)c1
  A: -12%	B: ?	C: 17%	D: 2%	E: 1%	F: 36%[activator][38.3 µM]	G: -43%

COc1ccc(OCCOC(=O)c2nc3nccc(C)n3n2)cc1
  A: -3%	B: -21%	C: -10%	D: -26%	E: /	F: 10%	G: 13%

Cc1cc(=O)oc(C)c1C(=O)N1CCN(C)CC1
  A: -4%	B: -14%	C: -2%	D: -22%	E: -5%	F: -7%[38.3 µM]	G: 6%

O=C(CCCl)Nc1cc(SCCO)cc([N+](=O)[O-])c1
  A: 3%	B: -3%	C: 3%	D: -5%	E: 1%	F: 18%[38.3 µM]	G: 6%

COc1ccc(/C=N/NC(=O)c2snnc2C)c(OC)c1OC
  A: -8%	B: -8%	C: -9%	D: -19%	E: -2%	F: 12%	G: 0%

CCOC(=O)c1[nH]c2cc3c(cc2c1NC(=O)CN1CCC(C)CC1)OCO3
  A: -3%	B: -21%	C: 2%	D: 7%	E: -9%	F: 1%[38.3 µM]	G: -10%

COc1ccc(C(=O)NC2CCN(C(=S)Nc3cc(C)ccc3C)CC2)cc1
  A: 8%	B: -3%	C: -2%	D: -2%[10 µM]	E: -16%	F: -9%[38.3 µM]	G: -1%

O=C(O)c1ccc(NC2=C(n3nnc4ccccc43)C(=O)c3ccccc3C2=O)cc1
  A: /	B: 2%[9.22 µM]	C: -3%	D: 12%[10 µM]	E: 3%	F: /	G: -1%

Next section; it opens with the 2 that closed the last part.
Labels used below – A = GAA inhib; B = HTT aggregate; C = GAA glycogen; D = HTT cytoprotect; E = aGlu spleen mod; F = IMPase Li cell; G = RGS12 GoLoco inh
COc1ccc(C(=O)NC2CCN(C(=S)Nc3cc(C)ccc3C)CC2)cc1
  A: 8%	B: -3%	C: -2%	D: -2%[10 µM]	E: -16%	F: -9%[38.3 µM]	G: -1%

O=C(O)c1ccc(NC2=C(n3nnc4ccccc43)C(=O)c3ccccc3C2=O)cc1
  A: /	B: 2%[9.22 µM]	C: -3%	D: 12%[10 µM]	E: 3%	F: /	G: -1%

CSc1nc2ncc3c(n2n1)CC1c2ccccc2CCN1C3=O (centres undefined)
  A: ?	B: 28%	C: -9%	D: -23%[10 µM]	E: 2%	F: 0%	G: -4%

COc1ccc(Oc2coc3cc(OC(=O)/C=C/c4ccccc4)ccc3c2=O)cc1
  A: -3%	B: -9%	C: -2%	D: 29%[10 µM]	E: 2%	F: 4%	G: 4%

O=C(CSc1nc2ccccc2c(=O)[nH]1)NCc1ccc(Cl)cc1
  A: -1%	B: -4%	C: -9%	D: 0%	E: -8%	F: -6%[38.3 µM]	G: 14%

COc1ccc(-n2c(=O)c(CCC(=O)N(C)Cc3ccccc3C)nc3ccccc32)cc1
  A: -5%	B: -16%	C: 7%	D: 19%[10 µM]	E: 4%	F: 15%	G: 112%[activator]

O=C(CCNS(=O)(=O)c1ccc(Br)s1)N1CCN(c2ccccc2)CC1
  A: -9%	B: -11%	C: 15%	D: 2%	E: -6%	F: -6%[38.3 µM]	G: -8%

CNC(=O)CNC(=O)Nc1ccc(C)cc1
  A: -3%	B: 3%	C: 1%	D: -29%	E: -1%	F: ?	G: 4%

CC(=O)Nc1ccc(S(=O)(=O)c2c(N)n(CCN3CCOCC3)c3nc4ccccc4nc23)cc1
  A: ?	B: 19%	C: -9%	D: -15%	E: 2%	F: -5%[38.3 µM]	G: 10%

CCS(=O)(=O)c1ccc2oc(SCC(=O)N3c4ccccc4CC3C)nc2c1 (centres undefined)
  A: -12%	B: 8%	C: -8%	D: 16%	E: -24%	F: 36%[activator][38.3 µM]	G: -6%

O=C(CN(Cc1ccc2c(c1)OCO2)C(=O)CNS(=O)(=O)c1ccccc1)NCc1ccco1
  A: ?	B: -7%	C: -1%	D: 5%[1.9 µM]	E: -3%	F: 3%[38.3 µM]	G: 4%

CC1CCCC(C)N1C(=O)Cn1c(SCC(=O)NCc2ccc3c(c2)OCO3)nc2ccccc21 (centres undefined)
  A: -2%	B: -8%	C: -1%	D: -8%	E: -7%	F: 9%[38.3 µM]	G: -4%

CC1(C)SCC(C(=O)O)N1C=O (centres undefined)
  A: -10%	B: -21%	C: 3%	D: -8%	E: -7%	F: 23%[38.3 µM]	G: -7%

Cc1nc(C(=O)N(C)C)nn1-c1cc(Cl)ccc1Cl
  A: 9%	B: 22%	C: 3%	D: 6%[10 µM]	E: -15%	F: -7%	G: 0%

CCOC(=O)CCP(=O)(O)C(O)c1ccc(OC)cc1 (centres undefined)
  A: -1%	B: -2%	C: -2%	D: 6%[0.074 µM]	E: -10%	F: -17%[38.3 µM]	G: 0%

CCSc1nnc(NC(=O)c2c(-c3ccccc3Cl)noc2C)s1
  A: -5%	B: 10%	C: 17%	D: 17%	E: -2%	F: -3%[38.3 µM]	G: -2%

COC(=O)CCC(=O)Nc1cccc(Cl)c1
  A: 2%	B: 17%	C: 6%	D: 9%[10 µM]	E: 4%	F: 4%	G: 3%

Next section:
Labels used below – A = GAA inhib; B = HTT aggregate; C = GAA glycogen; D = HTT cytoprotect; E = aGlu spleen mod; F = IMPase Li cell; G = RGS12 GoLoco inh
Cc1nn2c(N)csc2nc1=O
  A: 7%	B: 13%	C: -7%	D: 10%	E: -1%	F: -9%[38.3 µM]	G: 0%

CCN1C(=O)N(C)C2(c3ccccc3)N(C)C(=O)N(C)C12c1ccccc1 (centres undefined)
  A: -5%	B: 18%	C: 5%	D: 24%[10 µM]	E: -4%	F: -1%	G: -27%

COC(=O)CCc1nc2ccccc2nc1OC
  A: 11%	B: 14%[9.22 µM]	C: 16%	D: 15%[10 µM]	E: -1%	F: 3%	G: 7%

CCN(C(=O)CSc1nnc(Nc2cccc(C)c2C)s1)C1CCS(=O)(=O)C1 (centres undefined)
  A: -4%	B: -32%	C: 14%	D: 16%[10 µM]	E: 1%	F: -2%	G: 6%

S=c1[nH]ncn1/N=C/c1cccc(Oc2ccccc2)c1
  A: -6%	B: 33%	C: -17%	D: -6%	E: -12%	F: 42%[activator][38.3 µM]	G: -14%

O=C(CSc1nnc(-c2ccccc2)n1Cc1ccccc1)N1CCOCC1
  A: -3%	B: ?	C: 3%	D: -31%[10 µM]	E: -6%	F: 4%[38.3 µM]	G: 7%

O=C(COC(=O)c1cccc(S(=O)(=O)N2CCc3ccccc32)c1)NC1CCS(=O)(=O)C1 (centres undefined)
  A: -9%	B: 16%	C: -3%	D: 9%	E: 6%	F: -1%[38.3 µM]	G: 1%

COc1cc2c(cc1OC)-c1nnc(-c3cccs3)n1C1(CCCC1)C2
  A: 9%	B: 16%	C: -8%	D: -22%	E: 10%	F: -1%[38.3 µM]	G: -7%

NC(=O)NC(CC(=O)NCCc1ccc(S(N)(=O)=O)cc1)c1ccccc1Cl (centres undefined)
  A: -3%	B: 11%[9.22 µM]	C: 11%	D: 0%[10 µM]	E: 7%	F: /	G: 9%

O=C(NCc1nnc(SCC(=O)N2CCCC2)o1)c1c(F)cccc1Cl
  A: -5%	B: 15%	C: 2%	D: 13%	E: -1%	F: 26%[38.3 µM]	G: 3%

Cc1cc(C(=O)COC(=O)c2csc3c2CCCC3)c(C)n1C
  A: 4%	B: 5%	C: 5%	D: -12%	E: -6%	F: -10%[38.3 µM]	G: 1%

CCc1ccc2oc(C(=O)NCc3ccncc3)c(C)c2c1
  A: -10%	B: ?	C: -7%	D: 29%[10 µM]	E: -5%	F: 10%	G: 1%

COc1ccc(N(CC(=O)NCc2ccco2)S(=O)(=O)c2ccc(OC)c(OC)c2)cc1
  A: -5%	B: 9%	C: -1%	D: -3%	E: 0%	F: -9%[38.3 µM]	G: 9%

CC(C)C(NS(=O)(=O)c1cccs1)C(=O)NCc1ccc2c(c1)OCO2 (centres undefined)
  A: 3%	B: 6%	C: -18%	D: -16%	E: 5%	F: 35%[activator][38.3 µM]	G: -12%

COC(=O)[C@H](CCSC)NC(=O)Nc1ccc(OC)cc1OC
  A: -2%	B: 6%	C: 10%	D: -5%	E: -5%	F: 11%[38.3 µM]	G: 6%

Following part:
Labels used below – A = GAA inhib; B = HTT aggregate; C = GAA glycogen; D = HTT cytoprotect; E = aGlu spleen mod; F = IMPase Li cell; G = RGS12 GoLoco inh
NC(=O)COc1ccccc1C(=O)O
  A: -13%	B: ?	C: -5%	D: /	E: 0%	F: -10%	G: 12%

C=CCn1c(SCc2cc(=O)n3ccsc3n2)nc2scc(C3CC3)c2c1=O
  A: -9%	B: ?	C: -4%	D: -17%	E: -3%	F: 7%[38.3 µM]	G: 7%

Cc1ccc(/C=C2\SC(N)=NC2=O)s1
  A: -2%	B: 13%	C: 2%	D: -34%[10 µM]	E: -5%	F: 0%	G: 108%[activator]

Cc1ccc(CC(=O)Nc2cccnc2)cc1
  A: -5%	B: -5%	C: 27%	D: /	E: -9%	F: 1%	G: 6%

O=C(COc1ccccc1)NCc1ccc2c(c1)OCO2
  A: 6%	B: -7%	C: -6%	D: -8%	E: 3%	F: -21%[38.3 µM]	G: 4%

O=C(Nc1ccc2ccccc2n1)C1CCCCC1
  A: /	B: -12%[9.22 µM]	C: 2%	D: 11%[10 µM]	E: -10%	F: /	G: 10%
